High-throughput results: PubChem, several laboratories
CSM14.1 death rescue = rescue of cells from ER stress-induced death, primary screen, 384-well, CSM14.1, thapsigargin, ATP luminescence (AID 1222). CSM14.1 thapsigargin-induced death rescue, ATP luminescence; higher % means a stronger effect. cellular ATP content (survival), % at 20 µM, or EC50 in µM where a hit was titrated. 190,000 tested, under 10 active;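 active means EC50 below 50 µM in the dose-response confirmation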;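 further: death triggered by thapsigargin at about 15 µM added after 2 h compound pretreatment; cell ATP read after overnight thapsigargin exposure of roughly 18 to 22 hours; normalized against plate controls of thapsigargin alone and 5% DMSO vehicle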
Hep lipid drop = modulators of hepatic lipid droplet formation; AML12 mouse hepatocytes, oleate lipid droplets, BODIPY imaging; inhibition, % at 6.5 µM; hit rate 0.4% among 240,000; AID 1656;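 active means lipid droplet intensity inhibited by at least 50%, with more than 500 cells counted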
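Material – AML12 mouse liver cells · Also added – oleate loading, 100 µM · Compound dosing – 6.5 µM single-point dosing · Times – overnight treatment with compound plus oleate · Measured by – fluorescence imaging, 20x objective, two fields per well · Read-out – percent inhibition of filter-corrected integrated lipid droplet intensity per well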
PhoP inhibition = PhoP-dependent GFP reporter repression – Salmonella Typhimurium, primary screen (AID 1863); S. Typhimurium PhoP-regulated promoter GFP reporter, 4 h; higher % means a stronger effect; inhibition, % at 50 µM, or IC50 in µM where a hit was titrated; hit rate 0.16% among 300,000;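 active means inhibition over 29.93%, a cutoff 3 SD above the screen mean, later confirmed by dose response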;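 further: 0% = low Mg2+ inducing control and 100% = high Mg2+ repressing control; strong numbers were not always called active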
Autophagy HCS = autophagy modulation, high-content screen; MEF GFP-LC3 puncta imaging; test concentration mostly 10 µM; calls only at 10 µM (by protocol); hit rate 0.98% among 190,000;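 active means percentage of spot-positive cells more than 3 SD above its plate mean, without a fluorescence outlier flag or 80% toxicity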;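 further: spot-positive cell cutoff set from DMSO-treated cells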
Dynein cargo inh = blocks dynein driven cargo transport along microtubules; 3617.4 mouse cells, GR-EGFP nuclear translocation imaging; test concentration mostly 20 µM; stimulated with dexamethasone, 1 µM; active compounds read low; z-score, hits read low; hit rate 0.47% among 220,000; AID 1381;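 active means plate z-score of nuclear minus cytoplasmic receptor signal below a set negative limit, without overly bright fluorescence or cell loss, cut at about -3.5 in these data, passing the limit was not always enough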;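 further: z-score of nuclear minus cytoplasmic ring GR-EGFP intensity difference per well; some compounds called inactive have numbers as strong as hits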
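Also added: dexamethasone, 1.0 µM final. Medium: tet-free, stripped-serum medium. Detection: fixed, Hoechst-stained cells imaged at 10x for EGFP. Read-out: nuclear-to-cytoplasmic GR-EGFP distribution per well. Times: induction 48 h, compound 1 h, agonist 30 min.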
Insulin prom up = MIN6 insulin promoter up-regulation; AID 1625; z-score at 5 µM; hit rate 0.3% among 190,000; MIN6 insulin promoter-GFP reporter, high-content imaging; active compounds read high;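 active means z-score above 3 at 5 µM with at least 500 cells counted in the well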
T cell modulator = T cell immune modulators affecting CD8 T cell-vesicle binding | calls only at 7 µM | hit rate 0.068% among 330,000 | 2C CD8+ T cell-vesicle binding, flow cytometry; active compounds read low;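 active means response, share of CD8 T cells binding vesicles, and their 90th percentile fluorescence all below set limits, cut at about 80% in these data, passing the limit was not always enough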
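Assay system – 2C mouse CD8+ T cells · Also added – QL9-loaded Drosophila micro-vesicles · Timing – Cell–vesicle co-incubation 1.5 h at 37 °C, staining 20 min on ice · Signal – flow cytometry of vesicle-bound cells · Measure – percent CD8+ FL2 mean versus row control · Controls – Peptide-free naked vesicles (low) and QL9 vesicles with 0.7% DMSO vehicle (high)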
MT stabilize HCS = microtubule stabilizers in HeLa cells; AID 2205; hit rate 0.83% among 200,000; HeLa tubulin immunostaining HCS, 24 h; share of cells brighter than vehicle mean+2SD; % tubulin-high responders, % at 10 µM;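 active means plate Z-score above 3 for both tubulin-high and condensed-nucleus cell shares, with cell loss under 80%, at 10 µM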;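 further: anti alpha tubulin signal scored within the nucleus-defined area of each cell; some results filed as inactive read as strong as hits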
bCat nuc transl = modulators of beta-catenin nuclear translocation; HeLa beta-catenin nuclear translocation, immunofluorescence imaging; nuclear translocation activity, % at 5 µM; hit rate 0.3% among 190,000;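 active means nuclear translocation activity above 50% at 5 µM, with a well cell count of 50 or more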;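 further: per-cell ratio of nuclear to cytoplasmic median beta-catenin stain intensity; plate controls were DMSO negative control for no effect and GSK-3 inhibitor IX positive control for full effect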
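Read-out: Nuclear/cytoplasmic beta-catenin signal ratio, % activation | Assay system: Human HeLa cell line | Times: 24 h compound exposure at 37°C, 5% CO2 | Signal: Fluorescence imaging of beta-catenin antibody stain plus DAPI | Dosing: 5 µM primary, 0.02–20 µM confirmation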
Dynein cargo inh cytoplasmic EGFP = recorded beside Dynein cargo inh, whose call it bears; z-score; measured here: cytoplasmic GR-EGFP intensity; active compounds read high
Dynein cargo inh nuclear GR-EGFP = also measured in Dynein cargo inh; calls as there; z-score; measured here: nuclear GR-EGFP intensity;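 lower value marks the stronger effect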
Dynein cargo inh cell count = recorded beside Dynein cargo inh, whose call it bears; z-score; measured here: cell count per field
Insulin prom up cell count = also measured in Insulin prom up; calls as there; cell count; measured here: cytotoxicity, nuclei count;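 total cells summed across four imaged fields per well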
Hep lipid drop cells 6.5 µM = second read-out of Hep lipid drop, no call of its own (marks repeat the call); cell count; measured here: cell count, cytotoxicity flag;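 cells counted across two imaged fields per well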
bCat nuc transl cell count 5 µM = further read-out of bCat nuc transl, marked with its call; cell count; measured here: cell count, cytotoxicity flag
T cell modulator vesicle-bound % = second read-out of T cell modulator, no call of its own (marks repeat the call); double positive events, %; measured here: CD8+ vesicle-bound cell fraction;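 binding gate set so that unloaded-vesicle control wells show 10% double positive cells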
MT stabilize HCS Hoechst-high % = also measured in MT stabilize HCS; calls as there; % Hoechst-high responders; measured here: nuclear condensation Hoechst responders;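 share of cells brighter than vehicle mean plus two SD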
MT stabilize HCS cytotoxicity % = second read-out of MT stabilize HCS, no call of its own (marks repeat the call); toxicity, %; measured here: cytotoxicity by cell density;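 0% = mean cell density of plate MIN control wells and 100% = no cells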
Autophagy HCS cell loss 18 h = second read-out of Autophagy HCS, no call of its own (marks repeat the call); toxicity, %; measured here: cell loss, nuclei count;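 cell loss after 18 h compound exposure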
Starred values were filed as active, the others as inactive; i = inactive; . = no result given.

SMILES	CSM14.1 death rescue	Hep lipid drop	Hep lipid drop cells 6.5 µM	PhoP inhibition	Autophagy HCS	Autophagy HCS cell loss 18 h	Dynein cargo inh	Dynein cargo inh cytoplasmic EGFP	Dynein cargo inh nuclear GR-EGFP	Dynein cargo inh cell count	Insulin prom up	Insulin prom up cell count	T cell modulator	T cell modulator vesicle-bound %	MT stabilize HCS	MT stabilize HCS Hoechst-high %	MT stabilize HCS cytotoxicity %	bCat nuc transl	bCat nuc transl cell count 5 µM
O=C(NCC1CCCO1)c1ccc2ccccc2n1 (stereo unspecified)	-4.1%	-5	804	8%	i	1	-0.44	-0.53	-0.26	0.67	0.66	858	i	3	0.7	1.5	12	-2.3	1122
CCn1c(CSc2nc(C)cc(C)n2)nnc1SCC(N)=O	1.0%	1	679	.	i	-9	0.45	-0.29	0.54	-0.13	0.16	1511	i	41	2.6	2.0	12	-3.4	1024
COc1cc(OC)cc(C(=O)NC(C(=O)NCCN(C)C)C23CC4CC(CC(C4)C2)C3)c1 (stereo unspecified)	-0.3%	.	.	-6%	i	-1	-0.72	-0.2	-0.3	0.4	-0.13	1327	i	52	2.1	2.5	9.0	-2.9	953
O=C(Nc1ccc(Cl)cc1)NC1CCCCC1	3.7%	.	.	14%	i	8	0.32	-0.2	1.1	-0.16	-0.34	1633	i	56	2.6	1.6	5.5	1.0	1416
O=C(O)C1C2C=CC(C2)C1C(=O)NCCCN1CCOCC1 (stereo unspecified)	-4.8%	11	801	4%	i	-1	-0.17	-0.21	0.033	1	0.03	1300	i	48	2.4	2.1	11	-6.9	1222
O=C(Nc1cc(S(=O)(=O)N2CCOCC2)ccc1N1CCOCC1)c1ccc(Cl)nc1	.	2	668	.	.	.	-0.22	-0.82	-0.33	-0.23	-0.8	1012	i	31	.	.	.	-0.4	1357
COc1ccc(CC(=O)Nc2sc(Cc3ccccc3)c(C)c2C(N)=O)cc1	-1.1%	.	.	1%	i	-16	0.023	-0.22	0.63	0.34	-0.37	1303	i	36	2.6	2.0	5.0	-0.1	1361
COC(=O)c1ccc(NC2=C(Cl)C(=O)OC2OC(=O)c2ccccc2)cc1 (stereo unspecified)	-1.9%	6	753	0%	i	17	-0.77	-0.23	-0.23	0.52	0.47	1125	i	15	4.4	3.0	10	.	.
O=C(Nc1ccc2nc(-c3cccnc3)[nH]c2c1)c1ccccc1F	-1.6%	30	667	3%	i	3	-0.6	-0.22	-0.53	0.43	1	1731	i	44	3.2	1.6	0.2	-0.3	1030
COc1ccc(/C=C2\CCn3c2nc2cc(C(=O)O)ccc2c3=O)cc1OC	.	13	706	3%	.	.	2.2	-0.21	1.6	-1.7	0.26	925	i	22	.	.	.	0.7	1369
CNC(=O)C1CC(=O)N(CCc2ccc(OC)cc2)C(=Nc2ccc(OC)cc2)S1 (stereo unspecified)	3.9%	-3	726	6%	i	-6	-0.21	-0.23	0.21	0.48	-0.16	1201	i	46	5.0	2.3	2.5	-2.1	1242
CCCc1ccc(S(=O)(=O)NCCc2ccncc2)cc1	.	28	731	-1%	i	14	-0.23	-0.18	0.17	0.72	2.4	1411	i	17	3.2	1.2	6.8	.	.
CC(C)C[C@H](NC(=O)c1nc[nH]c1C(=O)NC1CCN(C(=O)OC(C)(C)C)CC1)C(=O)OCc1ccccc1	-4.2%	-1	681	0%	i	8	1.1	-0.2	0.88	-1	.	.	i	52	1.4	1.2	3.5	-3.0	1055
COc1ccc(C2C(C#N)=C(/N=C/N3CCN(C)CC3)OC3=C2C(=O)CC(C)(C)C3)cc1 (stereo unspecified)	1.4%	.	.	-4%	i	23	0.28	-0.22	0.13	0.64	-0.37	1279	i	48	2.2	2.1	13	-7.8	1072
O=C(O)c1ccc(-c2nc(-c3ccccc3Cl)cs2)cc1	1.2%	0	716	-12%	i	-21	-0.75	-0.18	-0.26	0.44	-0.03	1469	i	48	2.8	1.7	13	0.2	1518
CCCCc1nc2ccccc2n1CC(=O)NN	18%	-7	625	0%	i	1	-0.8	-0.24	-0.44	0.27	-0.42	1857	i	45	3.9	1.4	5.0	-0.8	966
O=C(NCC1OCCCN1S(=O)(=O)c1cc(F)ccc1F)C(=O)NC1CCCCC1 (stereo unspecified)	.	-7	658	-10%	i	-7	-0.033	-0.22	0.054	0.13	-0.21	1154	i	51	5.6	1.8	7.0	-1.2	1091
CC(C)(C)NC(=O)C(c1ccccc1)N(C(=O)c1ccco1)C1CC1 (stereo unspecified)	-0.9%	2	771	-12%	i	2	0.1	-0.18	-0.0012	-0.24	-0.67	1323	i	48	1.3	1.0	3.5	-6.8	1299
Cc1ccccc1Nc1nc2ccccc2n1C(C)C	-2.3%	-23	724	6%	i	5	0.074	-0.29	-0.31	0.16	-0.73	1230	i	39	3.1	1.6	6.2	-1.8	572
CCC(NS(=O)(=O)c1ccc(OC)cc1)C(=O)NCCC1=CCCCC1 (stereo unspecified)	2.2%	.	.	-8%	i	3	0.7	-0.24	0.45	-0.52	0.39	750	i	33	1.8	1.5	10	.	.
O=C(Nc1cccc(-c2cnc3ccccc3n2)c1)c1ccccc1	0.9%	.	.	5%	i	23	0.96	-0.2	0.83	-0.21	0.34	1588	i	55	2.3	1.3	5.8	-0.6	1279
Cc1ccc(S(=O)(=O)c2cc3cc(Br)ccc3oc2=O)cc1	1.2%	-6	487	-13%	i	-3	-0.91	-0.2	-0.2	1.9	0.77	1351	i	52	1.9	2.5	6.6	3.4	1068
CCN(Cc1cc2cccc(C)c2[nH]c1=O)C(=O)c1ccccc1OC	0.2%	.	.	.	.	.	.	.	.	.	-0.23	1267	i	58	.	.	.	-5.1	1004
COc1ccc(N2CCN(CC(=O)c3c[nH]c4ccccc34)CC2)cc1	.	8	766	-11%	.	.	-0.5	-0.2	-0.28	0.42	0.51	1374	i	22	.	.	.	-0.8	1299

Quoted at random: 2 entries already listed
SMILES	CSM14.1 death rescue	Hep lipid drop	Hep lipid drop cells 6.5 µM	PhoP inhibition	Autophagy HCS	Autophagy HCS cell loss 18 h	Dynein cargo inh	Dynein cargo inh cytoplasmic EGFP	Dynein cargo inh nuclear GR-EGFP	Dynein cargo inh cell count	Insulin prom up	Insulin prom up cell count	T cell modulator	T cell modulator vesicle-bound %	MT stabilize HCS	MT stabilize HCS Hoechst-high %	MT stabilize HCS cytotoxicity %	bCat nuc transl	bCat nuc transl cell count 5 µM
O=C(NCC1CCCO1)c1ccc2ccccc2n1 (stereo unspecified)	-4.1%	-5	804	8%	i	1	-0.44	-0.53	-0.26	0.67	0.66	858	i	3	0.7	1.5	12	-2.3	1122
O=C(Nc1cccc(-c2cnc3ccccc3n2)c1)c1ccccc1	0.9%	.	.	5%	i	23	0.96	-0.2	0.83	-0.21	0.34	1588	i	55	2.3	1.3	5.8	-0.6	1279

Other structures:
SMILES	CSM14.1 death rescue	Hep lipid drop	Hep lipid drop cells 6.5 µM	PhoP inhibition	Autophagy HCS	Autophagy HCS cell loss 18 h	Dynein cargo inh	Dynein cargo inh cytoplasmic EGFP	Dynein cargo inh nuclear GR-EGFP	Dynein cargo inh cell count	Insulin prom up	Insulin prom up cell count	T cell modulator	T cell modulator vesicle-bound %	MT stabilize HCS	MT stabilize HCS Hoechst-high %	MT stabilize HCS cytotoxicity %	bCat nuc transl	bCat nuc transl cell count 5 µM
CC(=O)N(c1ccc2oc(=O)sc2c1)S(=O)(=O)c1ccccc1	0.9%	.	.	-3%	i	23	-1.1	-0.36	-0.3	0.2	-0.32	1527	i	55	3.6	2.2	7.3	-1.8	989
CC(=O)N(CN1C(=O)CCC1=O)c1cccc(Cl)c1	2.5%	-4	632	-11%	i	-8	0.084	-0.27	-0.1	0.089	.	.	i	3	4.7	2.9	10	-0.4	910
Cc1ccccc1S(=O)(=O)Cc1ccc(C(=O)O)o1	3.3%	-43	790	-10%	i	-2	-0.42	-0.16	-0.21	0.42	.	.	.	.	1.6	1.2	6.7	0.0	1085
CC(=O)n1cc([C@@H]2C=C(C(=O)N3CCN(Cc4ccccc4)CC3)O[C@H](OCc3ccc(CO)cc3)C2)c2ccccc21	1.0%	-10	745	-5%	i	17	0.23	-0.26	0.45	-0.23	-1.5	1335	i	52	1.7	0.8	5.3	-1.5	991
O=C(CSc1nnnn1Cc1ccccc1)N1CCN(c2ccccc2)CC1	-0.7%	0	628	-6%	i	-1	0.082	-0.23	0.074	-0.12	.	.	i	20	4.0	2.1	9.2	1.7	1011
O=C(Nc1ccccc1Cl)O/N=C(/c1ccccc1)c1ccccn1	0.7%	.	.	-2%	i	30	-0.39	-0.18	-0.47	0.011	.	.	i	19	2.1	1.5	8.8	.	.
Cn1nnnc1SCC(=O)NCc1cccc(C(=O)O)c1	-4.7%	11	858	16%	i	4	-0.83	-0.021	-0.23	0.99	0.15	948	i	43	3.1	2.7	7.7	4.5	1004
Cc1nc(-c2cccc(NS(=O)(=O)c3ccc4ccccc4c3)c2)cs1	-2.8%	.	.	-10%	i	0	0.58	0.023	0.26	-1.3	-0.45	1388	i	28	3.0	2.8	6.0	-0.2	833

Compounds as they come; about 3% have a hit in one of these screens.
